# Source: PubChem BioAssay
# RGS4-Gao reg – modulates binding of RGS4 to human Galphao; hit rate 0.33% among 220,000; Multiplexed bead flow cytometry; actives lie on both sides; P09471; binding response (% of control), % at 10 µM; in the data active means binding response below about 49% or above about 150%; inactive means in between;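 further: fluorescent Galphao activated with aluminum fluoride binding bead-coupled RGS4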
# Target sequence (P09471 whole entry, looked up): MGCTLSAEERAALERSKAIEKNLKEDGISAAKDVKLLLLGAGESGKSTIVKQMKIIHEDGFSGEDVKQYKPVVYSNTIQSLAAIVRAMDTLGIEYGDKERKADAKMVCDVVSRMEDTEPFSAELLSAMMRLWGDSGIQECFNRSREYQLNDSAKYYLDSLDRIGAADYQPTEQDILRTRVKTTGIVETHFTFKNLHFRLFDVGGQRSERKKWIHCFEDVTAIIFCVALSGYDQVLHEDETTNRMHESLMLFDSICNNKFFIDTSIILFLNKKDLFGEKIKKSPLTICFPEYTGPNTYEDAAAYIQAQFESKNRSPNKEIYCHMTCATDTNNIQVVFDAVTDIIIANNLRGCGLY
# Mcl1 Bid PPI – disrupts binding of human Mcl-1 to Bid peptide; inhibition, % at 21.7 µM; hit rate 0.97% among 220,000; AID 1021; TR-FRET Mcl-1/Bid-Dy647 peptide binding, 1536-well; Q07820;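 active means compounds that cut the binding signal by more than half at the single screening dose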;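 further: His-tagged Mcl-1 with europium anti-His antibody binding Bid BH3 peptide; 0% = Mcl-1 plus peptide wells and 100% = peptide-only wells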
# Target sequence (Q07820 whole entry, looked up): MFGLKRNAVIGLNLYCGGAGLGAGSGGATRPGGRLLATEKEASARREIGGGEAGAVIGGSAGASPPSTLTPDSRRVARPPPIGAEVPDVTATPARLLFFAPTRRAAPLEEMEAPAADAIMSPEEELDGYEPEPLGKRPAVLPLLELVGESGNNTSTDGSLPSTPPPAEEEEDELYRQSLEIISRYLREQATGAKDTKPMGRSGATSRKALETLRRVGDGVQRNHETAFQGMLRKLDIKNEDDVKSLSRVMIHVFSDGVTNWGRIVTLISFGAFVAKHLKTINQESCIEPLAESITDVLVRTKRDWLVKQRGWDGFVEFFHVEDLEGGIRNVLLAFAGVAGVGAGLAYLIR
# RGS7-Gao reg – regulators of human RGS7-Galphao interaction. binding response (% of control), % at 10 µM. hit rate 0.35% among 220,000. Multiplexed bead flow cytometry, RGS7-Galphao binding; actives lie on both sides; in the data active means binding response below about 49% or above about 150%; inconclusive means no clear call, values can overlap the other calls; inactive means in between;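 further: fluorescent Galphao held in activated GDP-AlF4 state binding bead-coupled RGS7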
# RGS8-Gao reg – regulators of human RGS8-Galphao interaction. P09471. hit rate 0.34% among 220,000. multiplexed bead flow cytometry, RGS8-Galphao binding; actives lie on both sides. response (percent of control binding), % at 10 µM. AID 1423; in the data active means response below about 60% or above about 140%; inactive means in between;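 further: Galphao activated as the GDP aluminium fluoride complex binding bead-coupled RGS8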
# * hit, by the source's call; ? = inconclusive; [ ] = another dose, or the depositor's remark. Only part of the results is shown. The share of hits here may be higher or lower than overall.
SMILES,RGS4-Gao reg,Mcl1 Bid PPI,RGS7-Gao reg,RGS8-Gao reg
Cc1ccc(C(=O)N2C(=O)C(c3ccccc3)Oc3ccccc32)cc1 (stereo not given),101,4,?,99
NC(=O)CSc1nnc(-c2ccccn2)n1N,105,-31,?,105
O=c1oc2ccccc2c(Nc2ccccc2)c1CN1CCCCC1,104,-31,?,99
CC(C)c1nc2sc(C(=O)O)c(N)c2c2c1CCCC2,103,-90,?,100
COc1ccc(CC(=O)N/N=C/C=C/c2cccc([N+](=O)[O-])c2)cc1OC,100,-12,?,99
CC(=O)Nc1sc2c(c1C(N)=O)CCN(Cc1ccccc1)C2,99,-19,?,98
CCn1c(=O)c2c(nc3n2CCCN3c2cccc(C)c2)n(C)c1=O,90,-41,?,96
Cc1nc2ccccc2nc1N/N=C/c1ccc(O)cc1,97,-23,?,99
CC1Oc2ccccc2C=C1/C=N/NC(=O)[C@@H](C)NC(=O)OC(C)(C)C (stereo not given in full),91,-6,?,98
Cn1cnc(Sc2ncnc3nc[nH]c23)c1[N+](=O)[O-],97,-78,?,92
O=C(O)c1ccc(N/N=C/C2=Cc3ccccc3OC2)cc1,92,-109,?,95
Cn1c2ccccc2c2cnn(CC(=O)Nc3ccccc3Br)c(=O)c21,105,49,?,105
CC(C)COP(=O)(c1ccc(N(C)C)cc1)C(O)c1cccnc1 (stereo not given),100,-20,?,101
CCOc1ccc(NC(=O)CSc2nc3nc4c(cc3c(=O)n2CC)COC(C)(C)C4)cc1,111,-6,?,111
O=C(Cc1nc2ccccc2[nH]1)c1cccc([N+](=O)[O-])c1,96,-76,?,99
COc1ccc(OCC(=O)OC2CCCN(C)C2)cc1 (stereo not given),99,-7,?,102
CCN(CC)S(=O)(=O)c1cc(NC(=O)Cc2n[nH]c(=O)c3ccccc23)ccc1C,97,-22,?,101
CCN(CC(=O)NCc1ccccc1Cl)CC(=O)Nc1c(F)cccc1F,101,42,?,100
CCOc1ccc2c(c1)nc(NCCCO)n2Cc1ccccc1,99,-132,?,99
Cc1ccc(/C=C/C(=O)N(Cc2cccs2)C2CCS(=O)(=O)C2)cc1 (stereo not given),100,-17,?,101
C/C(=N\NC(=O)CCn1nnc2ccccc21)c1cccs1,100,-11,?,98
O=C(O)COc1ccccc1/C=N/NC(=O)CSc1nc2ccccc2c(=O)n1-c1ccc(Cl)cc1,99,4,?,101
O=C(NCC(c1cccs1)N1CCOCC1)c1cc(-c2ccccn2)nc2ccccc12 (stereo not given),101,-47,?,98
CCOC(=O)C(=O)N/N=C/c1ccc(F)cc1,102,-7,?,100
O=C(NNc1cc(Cl)ccc1Cl)c1c(F)cccc1Cl,96,-10,?,97
# The results go on.
SMILES,RGS4-Gao reg,Mcl1 Bid PPI,RGS7-Gao reg,RGS8-Gao reg
C=CCN=C1S/C(=C/c2ccc([N+](=O)[O-])cc2)C(=O)N1CC=C,98,-2,?,101
O=C1CC(c2ccc(F)cc2)CC2=C1C(c1ccc([N+](=O)[O-])o1)Nc1ccccc1N2 (stereo not given),106,-18,?,104
CCC(=O)N(C)CCc1cc2c(c(OC)c1/C=N/Nc1ccc(C(=O)O)cc1)OCO2,96,-91,?,99
COc1cc(C2Nc3ccccc3C(=O)N2NS(C)(=O)=O)ccc1O (stereo not given),104,-23,?,102
Nc1nc(=S)c2ncn(C3CCCC3)c2[nH]1,109,-35,?,102
Cc1ccc(C(=O)O/N=C2/CC3CCC2(C)[C@@]3(C)CBr)cc1 (stereo not given in full),101,3,?,100
O=C(Cn1c2c(c(-c3ccccc3Cl)cc1=O)CCC2)NCCCN1CCOCC1,105,-16,?,104
NC(=O)c1cnn(-c2cccc(Cl)c2)c1N,105,-22,?,104
Brc1cnc2nc[nH]c2c1,107,-8,?,104
O=S(=O)(Nc1cccc(-c2nnco2)c1)c1ccc(F)cc1F,108,4,?,104
O=C1C2C3CC(C2C(=O)N1c1cccc(Cl)c1)[C@H](O)C3O (stereo not given in full),109,-8,?,103
N#CCn1cc(/C=N/NC(=O)c2cc3c(ccc4ccccc43)o2)c2ccccc21,106,-34,?,105
O=C(O)c1cccc(COc2ccc3c(c2)CCC3)c1,107,10,?,102
CCOC(=O)NC(=O)/C(C#N)=C/c1ccc(N(C)C)cc1,96,82*,?,96
CCn1c(=N)n(CC(=O)c2ccc(Br)s2)c2ccccc21,103,1,?,104
C[C@H](NC(=O)OCc1ccccc1)c1nnc([C@H](C)NC(=O)OCc2ccccc2)o1,103,-34,?,102
O=C(Nc1ccc(Cl)c(Cl)c1)Nc1ccc([N+](=O)[O-])cn1,90,36,?,99
Cc1cc(=O)oc(C)c1C(=O)Nc1ccc(F)cc1,94,-14,?,98
Cc1ccc(-n2c(C)cc(/C=C3/SC(=O)N(CC(=O)N4CCOCC4)C3=O)c2C)nc1,101,-24,?,99
Cc1ccc(-n2c(CC#N)n[nH]c2=S)c(C)c1,94,-49,?,84
Cn1c(SCC(=O)N/N=C/c2ccc(O)c(O)c2)nc2ccccc21,86,-39,?,88
O=C(N/N=C/c1cccnc1)c1ccc(S(=O)(=O)N2CCCCCC2)cc1,76,-4,?,83
O=C(O)CSc1ncnc2c1sc1nc(-c3ccccc3)c3c(c12)CCC3,99,20,?,99
O=C(O)c1cccc2c(/C=N/Nc3ccccn3)c[nH]c12,101,-55,?,100
CN(C)CCSc1nc(-c2ccccc2)nc2c1CCCC2,103,4,?,97
# (list continues)
SMILES,RGS4-Gao reg,Mcl1 Bid PPI,RGS7-Gao reg,RGS8-Gao reg
CCOC(=O)c1csc(COc2ccc(OC)cc2)n1,106,3,?,103
CCCC(=O)C1=C(O)C(C(=O)OC)C(C)(C)CC1=Nc1ccc(Br)cc1 (stereo not given),105,17,?,100
COc1ccc(C2CC(=O)C(C=NCCN3CCN(C(=S)Nc4ccccc4)CC3)=C(O)C2)cc1 (stereo not given),82,-36,?,97
O=C(/C=C/c1ccccc1)Oc1cccc2cccnc12,55,-6,?,80
COc1ccccc1C(=O)O/N=C(\N)c1ccccn1,93,-27,?,98
CCN(C(=O)c1cc2c(=O)[nH]c3ccc(C)cc3c2s1)c1ccc(F)cc1,103,-6,?,102
COc1ccc(S(=O)(=O)N2CCOC2CNC(=O)C(=O)NCc2cccnc2)cc1C (stereo not given),101,-12,?,101
COc1cccc(CN2CCN(Cc3cc4ccccc4[nH]3)CC2CCO)c1 (stereo not given),100,-40,?,99
Nc1nc(NCc2ccco2)nc(N2CCCC2)c1[N+](=O)[O-],114,-10,?,105
CC(C)COc1ncnc2c1sc1nc3c(cc12)COC(C)(C)C3,224*[activator],-11,?,130
O=c1cc(C(F)(F)F)[nH]c2ccc(OC(F)(F)F)cc12,101,6,?,100
Cc1ccc(C(=O)Nc2cccc(C(F)(F)F)c2)cc1NC(=O)c1nccnc1N,99,-49,?,101
CCOC(=O)c1ccc(NC(=O)c2nc[nH]c2C(=O)NC2CCN(C(=O)OC(C)(C)C)CC2)cc1,101,25,?,100
O=C(CCn1c(=S)oc2ccccc21)N1CCN(c2ccc(F)cc2)CC1,101,-32,?,101
Cc1ccc(N=Nc2c(O)c3ccccc3[nH]c2=O)c(S(=O)(=O)N(C)C)c1,104,-4,?,100
O=C(O)COc1ccc(Br)cc1CP(=O)(c1ccccc1)c1ccccc1,97,-10,?,98
CCCCCC(=O)Nc1cccc(C2=NOC3(C2)C[C@H](C(N)=O)N(C(=O)c2ccccc2)C3)c1 (stereo not given in full),80,-21,?,88
CCn1nc(C)cc1C(=O)Sc1ccc(C)cc1,101,0,?,100
O=C(Nc1ccc(OC(F)(F)F)cc1)N1CCN(c2ccnc3cc(Cl)ccc23)CC1,103,-27,?,101
Cc1nc2ccc(NC(=O)NC(=O)c3c(Cl)cccc3Cl)cc2o1,96,-7,?,98
CN(CC(=O)Nc1ccccc1F)S(=O)(=O)c1ccc2c(c1)n(C)c(=O)c(=O)n2C,98,4,?,100
CCCCNC(=S)Nc1ccc(F)cc1,98,-51,?,100
CC(C)(CN1CCc2ccccc2C1)NS(=O)(=O)c1ccccc1,101,-39,?,103
C/C(=N\NC(=O)CCC(=O)O)c1c(-c2ccccc2)c2cc(Br)ccc2[nH]c1=O,90,-3,?,93
C/C(=N\NC(=O)c1ccc(N2CCCC2=O)cc1)c1ccncc1,99,-18,?,100
# (list continues)
SMILES,RGS4-Gao reg,Mcl1 Bid PPI,RGS7-Gao reg,RGS8-Gao reg
COC(=O)[C@@H]1C[C@@]2(O)[C@@H](O)[C@@H](O)[C@@H](O)C[C@H]2N1Cc1ccc(-c2ccccc2)cc1,102,-56,?,100
COc1ccc(CNC(=O)Cn2nnc3ccccc3c2=O)cc1,101,-9,?,100
COc1ccc(OCC(=O)N(Cc2ccco2)C2CCS(=O)(=O)C2)cc1 (stereo not given),97,-10,?,104
Cc1onc(-c2ccccc2Cl)c1C(=O)NC(=S)Nc1ccc(C(C)C)cc1,106,-24,?,101
CN(C(=O)c1cc2c(s1)-c1ccccc1S(=O)(=O)C2)c1ccccc1F,105,-17,?,102
Nc1ccc(-c2ccc(N)c(C(=O)O)c2)cc1C(=O)O,103,-132,?,101
CN(C)S(=O)(=O)c1cccc(C(=O)N=C2N=C3C=CC(Cl)=CN3Cc3ccccc32)c1,103,3,?,100
COC(=O)c1onc(-c2c(Cl)cccc2Cl)c1C(=O)OC,98,-10,?,98
CCN(CC)S(=O)(=O)c1ccc(N2CCCC2)c(C(=O)OCC(=O)Nc2cc(C)on2)c1,104,-34,?,105
COCCCNC(=O)c1ccccc1-c1cc(C)no1,108,-5,?,104
O=C(O)c1nn(-c2ccccc2C(F)(F)F)cc1O,96,-27,?,96
O=C(CC1C(=O)NCCN1C(=O)Nc1ccc(F)cc1F)Nc1cc(Cl)ccc1Cl (stereo not given),111,-1,?,107
O=C(NNC(=O)c1ccc(Oc2cc(Cl)cc(Cl)c2)o1)c1ccccc1,99,1,?,99
CN1CCC=C(C(=O)N2c3ccccc3Sc3ccc(Cl)cc32)C1,99,-59,?,100
Nc1nnn(CC(=O)N/N=C/c2ccccc2Cl)n1,101,5,?,101
CCOC(=O)CSc1n[nH]c(=S)s1,91,-19,?,91
